TAG inh: triacylglycerol accumulation inhibition | H9c2 cells, Nile Red lipid (TAG) fluorescence; cells loaded with 200 µM oleic acid | inhibition, % at 12.5 µM | 230,000 tested, 0.66% active | AID 651582;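 active = pattern-corrected inhibition of lipid staining of at least 50% with the nuclear-stain viability signal not falling by more than 50%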;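 note: 0% = DMSO wells and 100% = triacsin C control wells; some results filed as inactive read as strong as hits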
TAG inh DAPI viability: further read-out of TAG inh, marked with its call; DAPI nuclei signal change (viability), lower = more cytotoxic, %;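 whole-well DAPI fluorescence read on a plate reader as a viability signal; minus 50 percent equals half of cells still viable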
An asterisk follows results filed as active; . = no result given; ! = not active in a repeat. This is a subset (hit frequency here may not be typical).

SMILES	TAG inh	TAG inh DAPI viability
Cc1c(C)[n+](=O)c(-c2ccc(Br)cc2)c(C)n1[O-]	-8	-2
O=C1CN(C(=O)COC(=O)c2ccc(Br)o2)c2ccccc2N1	12	4
O=C(Nc1cccc(F)c1)C1CCCN(C(=O)c2ccc(Cl)cc2)C1 (configuration not stated)	-1	-2
COc1ccc(C(=O)N2CCOC2CNC(=O)C(=O)NCc2ccc(Cl)cc2)cc1 (configuration not stated)	23	-17
O=C(CCNC(=O)c1ccc(Cl)cc1)NNC(=O)c1ccc(F)cc1	-22	8
O=S(=O)(NCCc1csc(-c2ccc(C(F)(F)F)cc2)n1)c1ccc2c(c1)OCCO2	-9	-11
CCOCCCN(C(=O)c1ccco1)C(C(=O)NC1CCCC1)c1cccc(OC)c1OC (configuration not stated)	-3	-1
COc1cc(NC(=O)c2csc(N)n2)cc(C(=O)Nc2cccc(C(F)(F)F)c2)c1	59*!	-10*!
COc1ccccc1CN1CC(C(=O)NCc2cnn(C)c2)CCC1=O (configuration not stated)	5	-10
Cc1ccc2nc(SCc3nc4cc(Cl)ccc4c(=O)[nH]3)[nH]c2c1	-18	-10
Cc1ccc(S(=O)(=O)CC(C)N2CCN(C3CCCCC3)CC2)cc1 (configuration not stated)	2	15
CCOC(=O)c1cc2c(=O)n3cccc(C)c3nc2n(CC2CCCO2)c1=NC(C)=O (configuration not stated)	7	20
Cc1ccc(-c2csc3nc4c5ccccc5c(NCCCN(C)C)nn4c(=O)c23)cc1	59*	.
CCCCCn1c(SCCc2ccccc2)nc2c1c(=O)[nH]c(=O)n2C	-62	0
CCOc1cc(/C=C2\C(=O)N(Cc3ccc(C)cc3)C(C)=C2C(=O)OC)ccc1O	-71	-5
Cc1ccc2c(C)c(C(=O)N3CCN(c4cnccn4)CC3)oc2c1C	9	3
CC(C)=C1C2C=CC1C1C(=O)N(c3ccc4c(c3)OCO4)C(=O)C21 (configuration not stated)	0	8
CCc1ccc(C(=O)COC(=O)C(Cc2ccccc2)NC(=O)c2ccc(Cl)cc2)cc1 (configuration not stated)	-5	5
Cc1ccc(S(=O)(=O)N(C)C[C@@H]2Oc3ccc(NC(=O)Cn4cnnn4)cc3C(=O)N([C@@H](C)CO)C[C@H]2C)cc1	-5	-2
O=C(O)COc1ccc2c(c1)O/C(=C\c1cccs1)C2=O	8	-7

An excerpt from above in order of length of the SMILES, low to high:
SMILES	TAG inh	TAG inh DAPI viability
O=C(Nc1cccc(F)c1)C1CCCN(C(=O)c2ccc(Cl)cc2)C1 (configuration not stated)	-1	-2
COc1ccc(C(=O)N2CCOC2CNC(=O)C(=O)NCc2ccc(Cl)cc2)cc1 (configuration not stated)	23	-17
CCOC(=O)c1cc2c(=O)n3cccc(C)c3nc2n(CC2CCCO2)c1=NC(C)=O (configuration not stated)	7	20
CCOc1cc(/C=C2\C(=O)N(Cc3ccc(C)cc3)C(C)=C2C(=O)OC)ccc1O	-71	-5
Cc1ccc(S(=O)(=O)N(C)C[C@@H]2Oc3ccc(NC(=O)Cn4cnnn4)cc3C(=O)N([C@@H](C)CO)C[C@H]2C)cc1	-5	-2

Compounds from the list above containing bromine, in the order listed:
SMILES	TAG inh	TAG inh DAPI viability
Cc1c(C)[n+](=O)c(-c2ccc(Br)cc2)c(C)n1[O-]	-8	-2
O=C1CN(C(=O)COC(=O)c2ccc(Br)o2)c2ccccc2N1	12	4

(continued)
SMILES	TAG inh	TAG inh DAPI viability
CCCCCCCCN1[C@@H](CC(C)=O)c2cc(C(F)(F)F)ccc2S1(=O)=O	-44	12
COc1cc([N+](=O)[O-])c(OC)cc1SCc1n[nH]c(=S)n1-c1ccc(F)cc1	10	-5
O=S(=O)(NCCc1ccccn1)c1ccc(F)c(F)c1	29	-17
CCC/C=C/c1ccc(CN2C(C(C)C)C(=O)N(Cc3cn(CCC4OCCO4)nn3)CCS2(=O)=O)cc1 (configuration not stated)	6	-1
O=C(N[C@H]1C/C=C\C[C@@H](CC(=O)N(CCO)Cc2ccccc2)C(=O)N2CCC[C@@H]2COC1=O)OCC1c2ccccc2-c2ccccc21	-23	1
CN(c1ccccc1)S(=O)(=O)c1ccc(NC(=O)c2cccs2)cc1	10	-11
CC(C)N1CCC(C)(C(=O)Nc2ccc(Cl)c(Cl)c2)C1 (configuration not stated)	5	-4
CC(=O)N1CCN(C(=O)c2cccc(NS(=O)(=O)c3ccc(Br)cc3)c2)CC1	-7	6
COc1ccc(Cl)cc1NC(=O)CSc1nc(Nc2ccccc2)nc(N2CCOCC2)n1	39	-5
CC(C)c1nc2ccc(NC(=O)C3CCCCC3)cc2[nH]1	19	-14
COCCN(C(=O)COC(=O)c1ccc2c(c1)OCCO2)c1c(N)n(Cc2ccccc2)c(=O)[nH]c1=O	-2	-3
CCCCN(C)C(=O)C(Cc1ccccc1)NS(=O)(=O)c1ccc2c(c1)c(=O)n(C)c(=O)n2C (configuration not stated)	-5	2
CCOc1ccc(C(=O)NCC(=O)OCCN2C(=O)c3ccccc3C2=O)cc1OCC	0	-4
CN(C)CCNc1ncnc2c1sc1nc(N3CCCC3)c3c(c12)CC(C)(C)OC3	29	10
CC(C)(C)OC(=O)N[C@@H](COCc1ccccc1)C(=O)N[C@@H](CO)[C@H](O)[C@@H]1C[C@@H]1C(=O)NC1CC1	-39	7
CC(Nc1ccccc1CO)C(=O)Nc1cccc(Cl)c1Cl (configuration not stated)	5	0
CCc1nc2ccc(C(=O)NCc3ccc(OC)cc3)cn2c1N(C)CCC(C)C	-9	1
COc1cc2c(=O)n(Cc3ccccc3)c(=O)n(CC(=O)NCc3ccco3)c2cc1OC	-1	5
COC(=O)C(Cc1ccccc1)NC(=O)c1cc(S(=O)(=O)N(C)C)ccc1Cl (configuration not stated)	-2	-10
S=C(NCc1ccccc1)Nc1ccc(Oc2ccccc2)cc1	-2	2
CCN(C(N)=S)c1ccccc1	-4	1
CN1CCN(c2nc(-c3ccccc3)c3cc(Cl)ccc3n2)CC1	13	118
CN(C)CCCN(C(=O)c1ccco1)c1nc2ccc(F)cc2s1	4	0
Cc1cc(C)c(/C([O-])=C(/C(=S)Nc2ccc(SC(F)F)cc2)[n+]2ccccc2)cc1C	6	2
COc1ccc(OCC(=O)C2CC2)c(C#N)c1	-290	-2
N/C(=N\OC(=O)Nc1ccccc1)c1ccno1	-15	5
CC1(/[N+]([O-])=C/c2cccc(Cl)c2)CCCCC1=O (configuration not stated)	-4	3
O=[N+]([O-])c1ccc(N2CCN(S(=O)(=O)c3ccccc3)CC2)c2cccnc12	0	-7
CCOc1ccc(CCNC(=O)COC(=O)Cn2cnc3ccccc3c2=O)cc1OCC	-10	7
COc1ccc(NC(=O)CSCC(=O)Nc2nnc(C)s2)cc1	-4	-2
O=C(NNC(=S)NCc1ccccc1)c1ccc(Br)o1	2	-6
O=C(CCC(=O)Nc1ccccc1)NCCO	0	-1
CCOC(=O)N1CCN(c2c(N3CCc4ccccc43)c(=O)c2=O)CC1	1	2
CCCCCCCc1nc2c(=O)n(C)c3ccccc3c2o1	-20	-3
COc1ccc(/C=C(\NC(=O)c2ccccc2)C(=O)N/N=C/c2cccnc2)cc1	13	-6
CCN(c1ccccc1)S(=O)(=O)c1ccc(N2CCN(c3ccc(O)cc3)CC2)nc1	-37	7
Cc1ccc(C)c(NC(=S)N2CCN(S(=O)(=O)c3ccccc3)CC2)c1	-5	-1
CC1CCN(c2nc(-c3ccc(F)cc3)cc(C(F)(F)F)n2)CC1	1	9
COc1cc(/C=C/C(=O)Nc2ccc3nc4n(c(=O)c3c2)CCCC4)cc(OC)c1OC	14	-4
COCCNc1nc(-c2cc(C)c(C)cc2C)cs1	-13	0
COc1cccc(NC(=S)NCCc2ccccn2)c1	7	-5
C(=NNc1nnn(Cc2ccccc2)n1)c1ccccc1	12	-17
CCC1COCCS(=O)(=O)N1Cc1ccccc1 (configuration not stated)	-18	-19
COc1cccc(NC(=O)CN(C)C(=O)C2CC3C=CC2C3)c1 (configuration not stated)	-39	3
Cc1c(C(=O)N(CC(C)C)c2c(N)n(Cc3ccccc3)c(=O)[nH]c2=O)sc2nc3n(c(=O)c12)CCC3	-24	5
CNc1ccccc1C(C)(C)c1cc(-c2cccc([N+](=O)[O-])c2)no1	12	0
S=c1[nH]cnc2sc(-c3ccccc3)cc12	-14	10
Cc1ccc(N(C(=O)c2cccs2)C2C=CS(=O)(=O)C2)cc1 (configuration not stated)	10	-8
CC(=C\C(=O)O)/C(=C\c1cccc2ccccc12)C(=O)O	3	-1
CCOc1ccccc1C(=O)N/N=C/c1ccoc1	9	-9
CC12CN3CCN(CC(C3)C1(O)CN1CCOCC1)C2 (configuration not stated)	4	-9
Cc1ccc(S(=O)(=O)Nc2cccnc2Oc2ccc(Cl)cc2)cc1	10	-6
O=C1CNC(=S)N1CCCn1ccnc1	-1	8
COCCn1c(SCC(=O)Nc2cc(Cl)ccc2OC)nc2c(c1=O)SC(C)C2 (configuration not stated)	3	-2
COc1cc(Br)c(C2C(C#N)=C(N)Oc3n[nH]c(-c4cccnc4)c32)cc1OC (configuration not stated)	9	3
O=C(O)C1=NN(c2ccccc2)C(=O)C1	5	-2
CC(C)c1nnc(NC(=O)CCCC(=O)O)s1	-13	-6
O=C(COC(=O)c1ccccc1SCC(=O)N1CCCC1)NC1CCS(=O)(=O)C1 (configuration not stated)	7	-3
Cc1cc(C)cc(NC(=O)Cn2nnc3ccccc3c2=O)c1	-5	4
CC1(C)CC[C@]2(C(=O)O[C@@H]3OC(CO)[C@@H](O)[C@H](O)[C@H]3O)CC[C@]3(C)C(=CCC4[C@@]5(C)CC[C@H](O[C@@H]6OC(C(=O)O)[C@@H](O)[C@H](O)[C@H]6O)C(C)(C)C5CC[C@]43C)[C@@H]2C1 (some centres not stated)	4	-1
The list continues.
SMILES	TAG inh	TAG inh DAPI viability
CCCCOc1ccc(C(=O)NCC(=O)NC2CCN(Cc3ccccc3)CC2)cc1	-1	0
CC[C@]12c3[nH]c4ccc(Cl)cc4c3CCN1C(=O)[C@@H](CC(=O)NCCN1CCOCC1)C[C@@H]2C(=O)N1CCN(C(=O)C2CC2)CC1	14	-1
Cc1ccc2oc(=O)c3cc(C(=O)NCCN4CCN(C)CC4)sc3c2c1	9	-3
Cc1ccc(S(=O)(=O)N2CCOCC2)cc1NC(=O)CSc1nnc(NC2CC2)s1	-21	-4
Cc1ccc(-c2nn(-c3ccccc3)cc2CSC(=N)N)cc1	53*	-16*
COC(=O)CSc1ncnc2c1cnn2Cc1ccccc1	-2	3
COC(=O)[C@@]12CCCN1[C@H](c1ccc(-c3ccc(Cl)c(Cl)c3)c(OC)c1)[C@H]1C(=O)N(C)C(=O)[C@H]12	4	2
COc1cccc(NC(=S)Nc2cccc3ccccc23)c1	-17	-2
CC(=O)c1ccc(N2CCN(C(=O)c3ccccc3SCC(=O)NCc3ccco3)CC2)c(F)c1	-9	0
Cc1nc(-c2ccccn2)sc1C(=O)O	-5	-5
COc1cccc(C(=O)N(Cc2ccc(N(C)C)cc2)C2CCS(=O)(=O)C2)c1 (configuration not stated)	10	-3
C[C@@H]1CCCCO[C@H](CN(C)C)[C@H](C)CN([C@@H](C)CO)C(=O)c2cc(NC(=O)Nc3ccc(C(F)(F)F)cc3)ccc2O1	12	-4
O=C(CCNC(=O)c1ccccc1Cl)Nc1ccc(S(=O)(=O)Nc2nccs2)cc1	-6	8
O=C(COc1ccc(Br)cc1)NCCCN1CCCC1=O	8	-1
COc1cccc(-c2csc(N3CCN(C(=S)Nc4ccccc4C)CC3)n2)c1	6	11
COCCn1c(=O)[nH]c2cc(C(=O)NCCN3CCN(c4ccccc4F)CC3)ccc2c1=O	25	9
CN(CC(=O)Nc1ccc(Cl)cc1)CC(=O)Nc1ccc(C(N)=O)cc1	-10	20
O=C(NCCN1CCOCC1)c1ccc(Cl)c(Cl)c1	-6	2
CCOC(=O)C1CCCN(C(=O)COc2ccc(C(C)(C)C)cc2)CC1 (configuration not stated)	9	-9
COc1ccccc1N1CCN(C(=O)CCCn2nc(C)c([N+](=O)[O-])c2C)CC1	1	-5

Profiles, looked up by structure.
`Cc1ccc2oc(=O)c3cc(C(=O)NCCN4CCN(C)CC4)sc3c2c1` is listed as TAG inh = 9; TAG inh DAPI viability = -3
`CC[C@]12c3[nH]c4ccc(Cl)cc4c3CCN1C(=O)[C@@H](CC(=O)NCCN1CCOCC1)C[C@@H]2C(=O)N1CCN(C(=O)C2CC2)CC1` is listed as TAG inh = 14; TAG inh DAPI viability = -1
`COc1cccc(-c2csc(N3CCN(C(=S)Nc4ccccc4C)CC3)n2)c1` is listed as TAG inh = 6; TAG inh DAPI viability = 11

Later entries
SMILES	TAG inh	TAG inh DAPI viability
O=C(NCCOC(=O)c1ccccc1)c1ccccc1	-1	2
Cc1ccc(N/C(CSC(N)=O)=N\S(=O)(=O)c2ccc(C)cc2)cc1	-13	5
CC1(C)CC(C(=O)Nc2ccccc2)C(=O)O1 (configuration not stated)	12	-5
COC(=O)c1ccc(Sc2ccccc2NS(=O)(=O)c2ccc(OC)cc2)nc1	-15	-3
S=C(c1ccccc1)N1CCN(c2ccccc2)CC1	-5	5
COCCNc1oc(-c2ccccc2Cl)nc1S(=O)(=O)c1ccc(C)cc1	-2	4
COc1ccc(CNC(=O)Cn2cc([N+](=O)[O-])cn2)cc1	10	-6
Cc1occc1C(=O)Nc1cc(=O)n(C)c(=O)n1C	4	-14
COc1ccc(N(C)C(=O)CC2(CC(=O)O)CCCCC2)cc1	20	-12
O=C(O)CCCN1C(=O)/C(=C/c2ccncc2)SC1=S	-4	2
CCCNC(=O)c1ccc(N2CCC3(CC2)CC(c2cccc(Br)c2)=NO3)c(NC(=O)c2ccc(Br)cc2)c1	24	4
Clc1nc2ccccc2cc1-c1nnn(-c2ccccc2)n1	-14	-3
c1ccc2c(c1)NC1(CCCCCC1)n1c-2nc2ccccc21	9	36
Cc1cccc(OCC(=O)NCc2ccc(F)cc2)c1	18	-12
CC1CCCN(C(=O)c2ccccc2OC2CCN(S(C)(=O)=O)CC2)C1 (configuration not stated)	-3	-1
O=C(CNC(=O)c1ccccc1Cl)Nc1ccncc1	-6	7
Cn1cccc1-c1nc2ccc(NC(=O)c3ccccc3)cc2[nH]1	2	8
CCN(c1cccc(C)c1)S(=O)(=O)c1cc2c3c(c1)CCN3C(=O)CC2	6	1
CC(=O)Nc1ccc(S(=O)(=O)NCc2nnnn2-c2ccc(F)cc2)cc1	-7	11
